Screens (PubChem)
NCI-60 one-dose screen, 48 h, at 10 µM unless noted. Numbers give growth in % (100 = growth as untreated, 0 = no growth, -100 = all killed).
UO-31 – UO-31 renal cancer; actives 5.2% (n = 81,000)
DU-145 – DU-145 prostate cancer. actives 4.2% (n = 81,000)
PC-3 – PC-3 prostate cancer cells. actives 3.9% (n = 80,000). AID 1794754
SF-268 – SF-268 CNS cancer cells | actives 3.1% (n = 82,000)
786-0 – 786-0 renal cancer cells; actives 5.1% (n = 81,000)
SF-539 – SF-539 CNS cancer. actives 6.8% (n = 81,000). AID 1794752
SF-295 – SF-295 CNS cancer cells | actives 5.6% (n = 79,000) | AID 1794758
SN12C – SN12C renal cancer cells; actives 3.8% (n = 81,000); AID 1794767
U251 – U251 CNS tumor cells; actives 5.4% (n = 80,000); AID 1794753
* hit, by the source's call; · = not tested or not shown; & = joins results of further samples; [ ] = another dose, or the depositor's remark. How the source made its calls: active means growth percent below 10; inactive means the rest. Not a hit list; 9.4% or so of the library scored in one or more.

Structure	786-0	SN12C	PC-3	SF-295	DU-145	SF-539	SF-268	U251	UO-31
COc1ccc2c(c1)N(CC(C)CN(C)C)c1ccccc1S2 (stereo unspecified)	73.3	86.5	75.9	80.5	99.8	86.5	81.2	95.0	77.5
O=c1[nH]c2ccc(Oc3ncccn3)cc2c(=O)n1Cc1cccc(NS(=O)(=O)c2cccc(F)c2)c1	84.0	83.2	70.4	83.7	97.3	92.6	86.5	88.2	77.0
COc1ccc(N=Nc2c(N)nn3c(-c4ccccc4)ccnc23)cc1	97.8	93.4	95.2	96.4	105.0	94.6	106.2	104.4	85.6
O=C1Nc2ccccc2/C1=C/c1cn(CCCn2cc(/C=C3\C(=O)Nc4ccccc43)c3ccccc32)c2ccccc12	88.1	70.1	58.9	79.9	83.5	79.1	57.0	103.4	63.7
COC(=O)C1(CC(=O)c2ccc(Cl)c(Cl)c2)NC(=S)NC(=O)C1C#N (stereo unspecified)	109.2	100.6	99.4	102.1	113.3	99.9	112.1	113.6	89.7
NNC(=O)c1ccnc(Cl)c1	104.3	98.1	98.3	102.6	106.9	103.3	100.8	96.4	94.0
CC1CCC2(CC1)SC(C)C(=O)N2NC(=O)Cc1ccccc1Nc1c(Cl)cccc1Cl (stereo unspecified)	87.7	73.5	27.9	55.0	87.0	96.0	74.7	61.9	74.9
COc1cccc(/C=C/c2c(C(C)=O)c(=O)[nH]c3ccccc23)c1	100.3	94.3	76.5	101.8	103.7	92.4	91.5	94.5	67.7
COC(=O)C(CCC#N)(CCC#N)C(C)=O	100.1&107.9	102.4&109.5	96.8&98.2	96.5&103.3	111.4&106.0	109.4&99.6	106.0&98.4	103.2&103.1	96.6&90.7
O=C1c2cc(Cl)ccc2-c2c(O)cc(Cl)cc21	102.8	72.2	78.0	99.1	98.8	80.7	86.1	55.5	49.6
COc1ccc(-c2cc3nc(NC(C)=O)[nH]c(=O)c3s2)cc1	99.0	96.8	75.6	99.9	107.5	107.8	98.6	93.6	90.0
O=C(O)c1cc2c(ncc3c(=O)n(-c4ccccc4)[nH]c32)s1	101.8	97.5	94.0	102.2	·	104.6	103.9	96.8	94.3
Cc1ccc(NC(=O)CSc2nc3ccc([N+](=O)[O-])cc3[nH]2)cc1	91.6	91.4	95.8	84.0	95.3	92.8	97.0	88.3	67.5
Cc1ccc(NCC(=O)O)cc1	103.9	96.9	86.8	96.3	105.7	106.5	101.5	95.9	69.7
O=C(Cn1nc(-c2ccc3ccccc3c2)ccc1=O)NCc1ccccc1F	66.4[50 µM]	78.2[50 µM]	56.1[50 µM]	57.2[50 µM]	83.0[50 µM]	70.2[50 µM]	73.6[50 µM]	66.9[50 µM]	42.9[50 µM]
COc1ccc(N/C=C/C(=O)c2ccc3c(c2)Nc2ccccc2S3)c(OC)c1	63.9	59.5	64.6	54.3	71.0	67.6	74.8	62.2	68.8
[Cl-].[Rh+3].c1ccc(-c2ccnc3c2ccc2c(-c4ccccc4)ccnc23)cc1.c1ccc(-c2ccnc3c2ccc2c(-c4ccccc4)ccnc23)cc1.c1ccc(-c2ccnc3c2ccc2c(-c4ccccc4)ccnc23)cc1	84.8	85.8	75.5	69.5	126.5	-5.8*	95.0	30.8	51.4
O=C(O)CCC(=O)OC(C1CO1)C(OC(=O)CCC(=O)O)C1CO1 (stereo unspecified)	103.0	108.7	96.3	92.3	104.8	95.2	104.8	95.7	85.3
CC(C)=CCc1ccccc1O	103.5	105.5	98.6	95.3	109.8	106.2	100.7	101.7	83.1
Nc1ccccc1-c1cc2c(c3c1[nH]c1ccccc13)-c1ccccc1OC2	79.5	93.9	82.8	92.5	79.9	88.7	92.1	86.3	83.8
CCCc1oc2ccccc2c(=O)c1C(=O)c1ccc(OC)cc1	103.6	98.8	·	112.2	113.6	154.2	111.6	100.3	88.7
O=C(Oc1ccc(Br)cc1)c1ccccc1	96.6	93.7	93.9	95.4	106.5	95.1	101.2	98.3	87.5
CC(=O)Nc1ccc(C(=O)N/N=C/c2ccc(O)cc2)cc1	109.9	106.0	123.5	105.0	118.2	96.5	112.1	102.8	95.6
CC1CN(Cc2ccccc2)C(=S)N(c2ccccc2)C1=O (stereo unspecified)	99.8	108.1	112.0	106.3	111.4	104.3	103.5	115.3	102.8
O=C(NCCI)N(Cc1ccccc1)C(=O)SSCCc1ccccc1	97.3	95.6	97.9	93.6	107.6	108.1	104.2	101.0	90.7
Cc1ccc2nc(NC(=O)CSc3nc(-c4ccccc4)c(C#N)c(-n4nc(C)cc4C)n3)sc2c1	108.0	95.0	87.4	98.8	109.0	93.8	91.2	100.3	50.6
CS(=O)(=O)c1ccc(-c2nc3ccccn3c2/C=N/Nc2nc(-c3ccc(Cl)cc3)cs2)cc1	79.8	101.7	102.0	98.8	105.8	104.7	109.5	107.7	76.2
CCC(C)(C)c1ccc(OCCCCCCN2CCNCC2)cc1	59.5	88.2	64.3	84.4	49.3	61.4	78.5	18.8	63.5
O=C(CC(SCc1ccccc1)c1ccccc1)c1ccccc1 (stereo unspecified)	84.0	98.8	88.8	94.1	95.5	99.0	87.6	86.5	84.7
Fc1ccc(C(F)(F)F)cc1-n1cc(-c2ccc(Br)cc2)oc1=Nc1ccc(Nc2ncnc3sc4c(c23)CCCC4)cc1	104.7	92.1	70.9	92.6	104.4	77.7	92.4	89.6	73.2
COc1ccc(-c2nnc(SCC(=O)Nc3ccc(C(=O)/C=C/c4ccc(OC)c(OC)c4)cc3)o2)cc1	105.7	92.3	79.8	96.5	93.7	96.0	98.2	66.9	73.8
O=S(=O)(NCCNc1nccc(-c2c(-c3ccc(F)c(O)c3)nc3occn23)n1)c1ccccc1	88.5	48.8	55.8	93.3	57.1	96.0	57.0	60.4	35.2
Cc1nc(N)sc1C(=O)/C=C/c1cc(Br)cc(Br)c1O	95.4	99.4	80.5	100.0	103.8	100.2	98.9	97.8	91.4
CC(C)C[C@H](NC(=O)CCn1ccc2ncccc2c1=O)B(O)O	86.9	81.0	99.6	86.4	97.4	40.6	98.1	91.4	79.1
CSc1nc(-c2ccc(Cl)cc2)c(C#N)c(N2CCOCC2)n1	90.5	92.0	92.2	98.0	91.5	92.3	86.0	90.4	72.8
NC(N)=N/N=C(/c1ccccc1)c1ccc2nc(-c3ccc(O)cc3)[nH]c2c1	93.1	95.3	80.5	88.9	98.3	99.4	94.6	100.3	84.4
N#CC(c1ccccc1)C(Cc1ccccc1)c1ccccc1 (stereo unspecified)	86.6	108.8	74.5	85.9	97.4	110.0	81.7	96.1	72.1
COc1cccc(COc2ccc(/C=C3\N=C4SCCCN4C3=O)cc2)c1	82.7	94.8	94.5	89.2	104.2	96.1	104.4	95.8	85.6
COc1ccc(CN2C(=O)/C(=C\c3cc(OC)c(OC)c(OC)c3)c3ccccc32)cc1	1.2*	12.8	10.9	-46.0*	9.9*	-84.9*	10.4	-73.6*	5.8*
CCSc1ccc(C2C(Br)C(=O)N2c2cc(OC)c(OC)c(OC)c2)cc1 (stereo unspecified)	8.1*	31.6	20.0	15.7	12.3	-1.2*	38.7	12.1	26.2
O=C(C1CC1)C1CC1	98.2	105.1	97.0	·	103.0	100.8	101.6	94.5	89.8
CC1CCN(Cc2c(O)ccc3cc(-c4nc5ccccc5s4)c(=O)oc23)CC1	80.4	70.9	52.1	·	93.8	93.8	106.9	67.3	64.8
CCOc1ccc(-n2cc(CSc3nnc(Cn4c(C(F)(F)F)nc5ccccc54)o3)nn2)cc1	102.0	100.9	84.4	99.5	105.1	95.3	93.0	96.0	67.4
Cc1cc(NCc2cc(Nc3ccnc4cc(Cl)ccc34)ccc2F)nc(N2CCN(c3ccccc3)CC2)n1	64.8	49.9	42.7	27.3	72.5	61.9	65.3	10.5	36.1
CCN(CC)CC#CCOC(=O)C(O)(c1ccccc1)C1CCCCC1 (stereo unspecified)	84.1	96.6	74.1	91.9	107.5	91.9	105.8	91.4	67.5
CN1CCN(c2nc(NN3C(=O)c4cccc5cccc(c45)C3=O)nc(N3CCOCC3)n2)CC1	105.3	86.1	100.8	105.4	108.2	108.3	87.3	101.8	78.1
CCOC(=O)c1c(SC)nn(-c2cc(=O)[nH]c3ccc(OC)cc23)c1N	100.1	104.8	98.8	102.1	103.4	81.6	97.3	97.4	77.8
Cc1ccc(Nc2ccc([N+](=O)[O-])cc2)cc1	90.7	107.4	89.2	·	107.7	100.2	97.8	89.8	80.9
Cc1nc2scc(-c3ccc(Cl)cc3)n2c(=O)c1CCN1CCOCC1	98.8	94.0	87.5	70.7	115.4	100.4	102.2	96.7	57.5
Nc1ncc(-c2ccc3ncnc(Nc4cncc(Cl)c4)c3c2)cn1	65.8	69.8	48.8	77.2	49.7	78.1	68.2	73.3	41.9
CC(C)Sc1nc(N)nc2nc[nH]c12	101.0	99.0	93.3	121.7	116.7	85.8	106.6	109.2	95.6
COc1cc2c3c(c4c5ccccc5[nH]c4c2c(OC)c1OC)C(=O)N(O)C3=O	69.6	46.6	43.8	47.8	71.7	30.9	49.3	28.0	10.0
CCOC(=O)C1=NN(c2ccccc2)C(=O)/C1=C/N1C(=O)/C(=C/c2ccc([N+](=O)[O-])cc2)SC1=S	92.0	90.4	92.5	90.2	96.0	83.8	88.4	73.9	69.9
CN(C)CCOc1ccc(C(=O)C2[C@H](c3ccc(Cl)cc3)[C@@H](c3ccccc3)NC23C(=O)Nc2ccccc23)cc1 (stereo partly specified)	40.8	69.1	41.9	65.7	66.6	82.8	78.1	11.9	59.0
CCOC(=O)C1=C(N)N(c2ccccc2)C2=C(C(=O)CC(C)(C)C2)C1c1ccc(Cl)cc1 (stereo unspecified)	67.3	64.2	21.6	21.3	58.3	36.2	58.0	42.0	29.0
CC(=O)c1c(C)nc2ccccc2c1/C=C/c1cccs1	95.6	101.8	87.0	105.6	110.8	88.3	111.7	94.8	79.1
COc1ccc(NC(=O)CSc2nnc(-c3ccc4nc(-c5cc(OC)c(OC)c(OC)c5)[nH]c4c3)o2)cc1	101.8	98.5	87.8	107.5	105.2	74.6	106.7	106.2	94.7
COc1ccc(Nc2n[nH]c(N)c2C(=O)Nc2ccccc2)c(OC)c1	98.3	96.6	103.5	103.9	113.5	89.8	101.8	98.5	85.4
CC(CN(C)C)Sc1nnc(SC(C)CN(C)C)s1 (stereo unspecified)	104.7	106.7	88.5	108.0	108.8	105.0	100.4	105.6	98.4
CCOC(=O)NC(C)(C)CN(C(=O)OCC)c1ccccc1	106.5	100.1	107.5	100.6	119.2	99.4	112.2	97.9	107.5

(more compounds)
Structure	786-0	SN12C	PC-3	SF-295	DU-145	SF-539	SF-268	U251	UO-31
O=C1CCCc2cc(OCCNS(=O)(=O)c3ccccc3)ccc2N1	107.4	107.9	101.1	98.0	106.9	99.3	109.6	101.0	83.6
CN1C(=O)N2CCc3c([nH]c4ccccc34)C2c2ccccc21 (stereo unspecified)	94.8	97.7	75.2	62.1	89.6	93.9	90.9	87.2	67.5
CCC(C)(C(N)=O)c1ccccc1 (stereo unspecified)	111.1	103.9	100.3	100.8	117.7	106.7	102.0	98.0	93.5
CCCCNC(=O)Oc1ccc(/C(=C(\C)c2ccc(Cl)cc2)c2ccc(OCCN3CCCCC3)cc2)cc1	63.2	80.5	63.8	91.7	90.4	71.7	76.1	59.3	58.8
Cc1nn(-c2ccccc2)c2nc(C)n(Cc3ccccc3)c(=O)c12	101.6	89.1	94.7	93.6	101.0	90.1	91.1	·	67.4
Cn1c(N2CCN(Cc3ccccc3)CC2)nc(-c2ccco2)c(C#N)c1=O	93.6	89.4	100.3	115.1	120.5	114.0	103.6	97.9	53.3
CCCCCCCCC1OC1CCCCCCCC(=O)O (stereo unspecified)	100.3	94.5	89.9	97.4	116.2	93.5	106.5	91.3	96.7
COc1cc2nccc(Oc3ccc(NC(=O)C4(C(=O)Nc5ccc(F)cc5)CC4)cc3)c2cc1Oc1ccc(N)cn1	39.1	14.8	24.5	0.2*	49.5	5.1*	36.8	33.6	19.8
Cn1c(=O)[nH]c(=O)c2[nH]c(-c3cc4ccccc4[nH]c3=O)nc21	100.5	94.6	·	80.7	110.0	92.1	94.8	93.3	95.1
CCCCCCC1OCC(CC)(CCCC)CO1 (stereo unspecified)	107.5	111.3	93.0	123.4	137.1	132.8	107.2	117.2	91.2

Entries of single compounds from above. Values in the order: 786-0 | SN12C | PC-3 | SF-295 | DU-145 | SF-539 | SF-268 | U251 | UO-31
`CN1C(=O)N2CCc3c([nH]c4ccccc34)C2c2ccccc21` (stereo unspecified) is listed with 94.8 | 97.7 | 75.2 | 62.1 | 89.6 | 93.9 | 90.9 | 87.2 | 67.5
`Cc1nn(-c2ccccc2)c2nc(C)n(Cc3ccccc3)c(=O)c12` is listed with 101.6 | 89.1 | 94.7 | 93.6 | 101.0 | 90.1 | 91.1 | · | 67.4
`COc1cc2nccc(Oc3ccc(NC(=O)C4(C(=O)Nc5ccc(F)cc5)CC4)cc3)c2cc1Oc1ccc(N)cn1` is listed with 39.1 | 14.8 | 24.5 | 0.2* | 49.5 | 5.1* | 36.8 | 33.6 | 19.8
`CCCCCCC1OCC(CC)(CCCC)CO1` (stereo unspecified) is listed with 107.5 | 111.3 | 93.0 | 123.4 | 137.1 | 132.8 | 107.2 | 117.2 | 91.2
`CCCCCCCCC1OC1CCCCCCCC(=O)O` (stereo unspecified) is listed with 100.3 | 94.5 | 89.9 | 97.4 | 116.2 | 93.5 | 106.5 | 91.3 | 96.7
